Autophagy mod = alters autophagy in cells; MEF GFP-LC3 puncta imaging; test concentration mostly 10 µM; calls only at 10 µM (by protocol); actives 0.98% (n = 190,000); AID 463193;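 active = percentage of spot-positive cells more than 3 SD above its plate mean, without a fluorescence outlier flag or 80% toxicity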;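 note: spot-positive cell cutoff set from DMSO-treated cells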
MT stabilizer = microtubule stabilizers in HeLa cells; HeLa tubulin immunostaining HCS, 24 h; share of cells brighter than vehicle mean+2SD; % tubulin-high responders, % at 10 µM; actives 0.83% (n = 200,000); AID 2205;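 active = plate Z-score above 3 for both tubulin-high and condensed-nucleus cell shares, with cell loss under 80%, at 10 µM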;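 note: anti alpha tubulin signal scored within the nucleus-defined area of each cell; some results filed as inactive read as strong as hits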
P. falciparum M17LAP = P. falciparum M17LAP inhibitors, primary screen, biochemical, fluorogenic H-Leu-NHMec substrate, 1536-well (AID 1619); inhibition, % at 30 µM, or IC50 in µM where a hit was titrated; recombinant M17LAP, H-Leu-NHMec fluorogenic kinetic assay; higher % means a stronger effect; actives 0.38% (n = 220,000);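 active = compound inhibiting the enzyme by more than half at any dose during confirmatory dose-response retesting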;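 note: plate controls were full reaction with DMSO carrier for no effect and no enzyme background for full effect; strong numbers were not always called active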
Yfh1-depleted yeast = mitochondrial function rescue without frataxin homolog – Friedreich's ataxia, plus single-dose screen, dose response (AID 1465); S. cerevisiae Yfh1-off respiration, WST-1 reduction, 72 h; higher fold induction means a stronger effect; actives 0.074% (n = 220,000); fold induction at 50 µM, or EC50 in µM where a hit was titrated;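 active = fold induction of absorbance versus untreated yeast above a set limit, then at least 30% activation at any dose in follow-up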;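 note: activators that raise dye reduction in frataxin-depleted yeast; strong numbers were not always called active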
M1AAP inhibition = malaria alanyl aminopeptidase activity blockers – biochemical, fluorogenic H-Leu-NHMec substrate, 1536-well (AID 1445); inhibition, % at 30 µM, or IC50 in µM where a hit was titrated; actives 0.42% (n = 220,000); recombinant M1AAP, H-Leu-NHMec fluorogenic kinetic assay; higher % means a stronger effect;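 active = primary inhibition above the hit cutoff, then over 50% inhibition at one or more dose response concentrations, cut at about 23% in these data, passing the limit was not always enough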;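 note: plate controls were DMSO full reaction for no effect and no enzyme background for full effect; strong numbers were not always called active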
T cell HTS = T cell immune modulators affecting CD8 T cell-vesicle binding | 2C CD8+ T cell-vesicle binding, flow cytometry; active compounds read low | calls only at 7 µM | actives 0.068% (n = 330,000);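 active = response, share of CD8 T cells binding vesicles, and their 90th percentile fluorescence all below set limits, cut at about 80% in these data, passing the limit was not always enough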
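Test system: purified 2C TCR transgenic mouse naive CD8+ T cells. Probe or stimulus: QL9-peptide-loaded Drosophila micro-vesicles bearing Ld, ICAM-1 and B7-1. Incubation: binding step 1.5 h, 37 °C, antibody labelling 20 min, ice. Measured by: flow cytometry of vesicle-bound cells.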
b-catenin transl = modulators of beta-catenin nuclear translocation | HeLa beta-catenin nuclear translocation, immunofluorescence imaging | nuclear translocation activity, % at 5 µM | actives 0.3% (n = 190,000);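 active = nuclear translocation activity above 50% at 5 µM, with a well cell count of 50 or more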;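 note: per-cell ratio of nuclear to cytoplasmic median beta-catenin stain intensity; plate controls were DMSO negative control for no effect and GSK-3 inhibitor IX positive control for full effect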
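Test system: human HeLa cell line; Doses: 5 µM primary, 0.02–20 µM confirmation; Incubation: 24 h compound exposure, 37°C; Detection: beta-catenin immunofluorescence imaging with DAPI; Read-out: beta-catenin nuclear/cytoplasmic ratio, % activation.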
Dynein transport = dynein cargo transport inhibition; 3617.4 mouse cells, GR-EGFP nuclear translocation imaging; test concentration mostly 20 µM; stimulated with dexamethasone, 1 µM; active compounds read low; AID 1381; z-score, hits read low; actives 0.47% (n = 220,000);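 active = plate z-score of nuclear minus cytoplasmic receptor signal below a set negative limit, without overly bright fluorescence or cell loss, cut at about -3.5 in these data, passing the limit was not always enough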;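 note: z-score of nuclear minus cytoplasmic ring GR-EGFP intensity difference per well; some compounds called inactive have numbers as strong as hits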
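Buffer or medium: tet-free medium with charcoal-stripped serum / Also added: dexamethasone agonist, 1.0 µM final, for 30 min / Timing: induction 48 h, compound 1 h, agonist 30 min / Measured by: high-content fluorescence imaging after fixation / Read-out: nuclear-to-cytoplasmic GR-EGFP distribution per well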
WT yeast gro inh = growth inhibition of WT yeast, mitochondrial fusion screen. mitochondrial fusion phenotypic screen, WT strain. inhibition, % at 10 µM. actives 2.1% (n = 190,000); in the data active = inhibition above about 58%; tested in S. cerevisiae
WT yeast gro inh mutant strain = second read-out of WT yeast gro inh, no call of its own (marks repeat the call); inhibition, %; mitochondrial fusion phenotypic screen, mutant strain inhibition
Dynein transport cytoplasmic EGFP = also measured in Dynein transport; calls as there; z-score; measured here: cytoplasmic GR-EGFP intensity; active compounds read high
Dynein transport nuclear GR-EGFP = also measured in Dynein transport; calls as there; z-score; measured here: nuclear GR-EGFP intensity;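 lower value marks the stronger effect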
Dynein transport cell count = further read-out of Dynein transport, marked with its call; z-score; measured here: cell count per field
b-catenin transl cell count 5 µM = also measured in b-catenin transl; calls as there; cell count; measured here: cell count, cytotoxicity flag
T cell HTS vesicle-bound % = further read-out of T cell HTS, marked with its call; double positive events, %; measured here: CD8+ vesicle-bound cell fraction;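 binding gate set so that unloaded-vesicle control wells show 10% double positive cells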
MT stabilizer Hoechst-high % = recorded beside MT stabilizer, whose call it bears; % Hoechst-high responders; measured here: nuclear condensation Hoechst responders;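 share of cells brighter than vehicle mean plus two SD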
MT stabilizer cytotoxicity % = further read-out of MT stabilizer, marked with its call; toxicity, %; measured here: cytotoxicity by cell density;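 0% = mean cell density of plate MIN control wells and 100% = no cells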
Autophagy mod cell loss 18 h = recorded beside Autophagy mod, whose call it bears; toxicity, %; measured here: cell loss, nuclei count;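 cell loss after 18 h compound exposure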
The depositor's hits bear a star.

For O=C(/C=C/c1ccc(Cl)cc1)c1cccnc1 the results were Autophagy mod inactive, MT stabilizer 3.0, P. falciparum M17LAP 9.1%, Yfh1-depleted yeast inactive, M1AAP inhibition 0.2%, T cell HTS inactive, Dynein transport -5.09*, WT yeast gro inh 10.2, WT yeast gro inh mutant strain 26.2, Dynein transport cytoplasmic EGFP 1.2*, Dynein transport nuclear GR-EGFP -2.58*, Dynein transport cell count 0.665*, T cell HTS vesicle-bound % 19.6, MT stabilizer Hoechst-high % 1.9, MT stabilizer cytotoxicity % 5.1 and Autophagy mod cell loss 18 h -0.4.
C=CCNC(=O)Nc1ccc(OCC)cc1 was read as Autophagy mod inactive, MT stabilizer 3.9, P. falciparum M17LAP 26.7%, Yfh1-depleted yeast inactive, M1AAP inhibition 5.2%, T cell HTS inactive, b-catenin transl 0.0, Dynein transport -0.0492, WT yeast gro inh 10.4, WT yeast gro inh mutant strain 1.8, Dynein transport cytoplasmic EGFP -0.251, Dynein transport nuclear GR-EGFP 0.292, Dynein transport cell count 0.505, b-catenin transl cell count 5 µM 1049, T cell HTS vesicle-bound % 26.7, MT stabilizer Hoechst-high % 1.1, MT stabilizer cytotoxicity % 4.4 and Autophagy mod cell loss 18 h 0.6.
For COc1cc(CNC(C)c2ccccc2)c(Br)cc1OCC(N)=O (stereo unspecified) the results were Autophagy mod inactive, MT stabilizer 1.3, P. falciparum M17LAP -3.1%, Yfh1-depleted yeast inactive, M1AAP inhibition 0.7%, T cell HTS inactive, b-catenin transl -1.0, Dynein transport -0.258, WT yeast gro inh 1.6, WT yeast gro inh mutant strain 0.8, Dynein transport cytoplasmic EGFP -0.127, Dynein transport nuclear GR-EGFP -0.218, Dynein transport cell count 0.35, b-catenin transl cell count 5 µM 1172, T cell HTS vesicle-bound % 11.8, MT stabilizer Hoechst-high % 2.2, MT stabilizer cytotoxicity % 6.9 and Autophagy mod cell loss 18 h -5.7.
C=CCN1C(=O)CS/C1=C(\C#N)S(=O)(=O)c1ccc(C)cc1 was read as Autophagy mod inactive, MT stabilizer 1.5, P. falciparum M17LAP 10.5%, Yfh1-depleted yeast inactive, M1AAP inhibition 2.5%, T cell HTS inactive, b-catenin transl -0.7, Dynein transport -0.536, WT yeast gro inh -2.7, WT yeast gro inh mutant strain -3.9, Dynein transport cytoplasmic EGFP -0.182, Dynein transport nuclear GR-EGFP 0.0552, Dynein transport cell count 0.118, b-catenin transl cell count 5 µM 1082, T cell HTS vesicle-bound % 25.0, MT stabilizer Hoechst-high % 1.9, MT stabilizer cytotoxicity % 47.2 and Autophagy mod cell loss 18 h 8.7.
CC(C1CC2CCC1C2)n1c(-c2ccco2)n[nH]c1=S (stereo unspecified) was read as Autophagy mod inactive, MT stabilizer 4.2, P. falciparum M17LAP 8.1%, Yfh1-depleted yeast inactive, M1AAP inhibition 11.7%, T cell HTS inactive, b-catenin transl 1.4, Dynein transport 0.939, WT yeast gro inh 71.7*, WT yeast gro inh mutant strain 36.7*, Dynein transport cytoplasmic EGFP -0.197, Dynein transport nuclear GR-EGFP 0.599, Dynein transport cell count -0.593, b-catenin transl cell count 5 µM 1075, T cell HTS vesicle-bound % 48.6, MT stabilizer Hoechst-high % 2.9, MT stabilizer cytotoxicity % 2.9 and Autophagy mod cell loss 18 h -1.9.
`CCCC(=O)N=C1SC2CS(=O)(=O)CC2N1c1ccc(-c2nc3ccc(C)cc3s2)cc1` (stereo unspecified) gave Autophagy mod inactive, MT stabilizer 6.0, P. falciparum M17LAP 9.9%, Yfh1-depleted yeast inactive, M1AAP inhibition 6.3%, T cell HTS inactive, b-catenin transl 1.4, Dynein transport -1.06, WT yeast gro inh -1.6, WT yeast gro inh mutant strain 1.3, Dynein transport cytoplasmic EGFP -0.208, Dynein transport nuclear GR-EGFP -0.552, Dynein transport cell count 0.445, b-catenin transl cell count 5 µM 1033, T cell HTS vesicle-bound % 39.4, MT stabilizer Hoechst-high % 1.8, MT stabilizer cytotoxicity % 9.2 and Autophagy mod cell loss 18 h 2.0.
`Cc1csc(NC(=O)CSc2nnc(Cc3cccn3C)n2-c2ccc(F)cc2)n1` gave MT stabilizer 5.2, P. falciparum M17LAP 11.1%, Yfh1-depleted yeast inactive, M1AAP inhibition 11.0%, T cell HTS inactive, b-catenin transl -1.3, Dynein transport -0.74, WT yeast gro inh 9.2, WT yeast gro inh mutant strain 3.8, Dynein transport cytoplasmic EGFP -0.265, Dynein transport nuclear GR-EGFP -0.213, Dynein transport cell count 0.494, b-catenin transl cell count 5 µM 1049, T cell HTS vesicle-bound % 47.2, MT stabilizer Hoechst-high % 2.1 and MT stabilizer cytotoxicity % 8.1.
Screening O=C(CSc1nnc(CNC(=O)c2ccco2)o1)Nc1nc2ccccc2s1 returned Autophagy mod inactive, MT stabilizer 2.6, P. falciparum M17LAP 24.6%, Yfh1-depleted yeast inactive, M1AAP inhibition 0.4%, T cell HTS inactive, b-catenin transl -2.8, Dynein transport 1.65, WT yeast gro inh 8.6, WT yeast gro inh mutant strain -6.2, Dynein transport cytoplasmic EGFP -0.148, Dynein transport nuclear GR-EGFP 0.563, Dynein transport cell count -0.956, b-catenin transl cell count 5 µM 1030, T cell HTS vesicle-bound % 53.3, MT stabilizer Hoechst-high % 1.1, MT stabilizer cytotoxicity % 8.6 and Autophagy mod cell loss 18 h 5.2.
For Cc1cc(C)nc(SCC(=O)Nc2nc(-c3ccccc3)c(-c3ccccc3)o2)n1 the results were Autophagy mod inactive, MT stabilizer 7.4, P. falciparum M17LAP 22.5%, Yfh1-depleted yeast inactive, M1AAP inhibition -1.3%, T cell HTS inactive, b-catenin transl -1.6, Dynein transport 0.134, WT yeast gro inh 54.0, WT yeast gro inh mutant strain 19.5, Dynein transport cytoplasmic EGFP -0.0908, Dynein transport nuclear GR-EGFP 0.0739, Dynein transport cell count -1.03, b-catenin transl cell count 5 µM 1101, T cell HTS vesicle-bound % 13.6, MT stabilizer Hoechst-high % 3.9, MT stabilizer cytotoxicity % 10.8 and Autophagy mod cell loss 18 h 6.5.
Screening Clc1ccc(CCNc2ncnc3nc[nH]c23)cc1 returned MT stabilizer 4.5, P. falciparum M17LAP 5.9%, Yfh1-depleted yeast inactive, M1AAP inhibition -4.3%, T cell HTS inactive, b-catenin transl -2.0, Dynein transport -1.13, WT yeast gro inh 3.5, WT yeast gro inh mutant strain 0.6, Dynein transport cytoplasmic EGFP -0.183, Dynein transport nuclear GR-EGFP -0.371, Dynein transport cell count 0.241, b-catenin transl cell count 5 µM 1164, T cell HTS vesicle-bound % 40.3, MT stabilizer Hoechst-high % 2.3 and MT stabilizer cytotoxicity % 2.4.
`Cc1nc(NC(=O)c2ccc(Br)o2)sc1C` gave Autophagy mod inactive, MT stabilizer 1.8, P. falciparum M17LAP 7.9%, Yfh1-depleted yeast inactive, M1AAP inhibition 11.9%, T cell HTS inactive, b-catenin transl -0.7, Dynein transport -0.297, WT yeast gro inh 25.1, WT yeast gro inh mutant strain 23.2, Dynein transport cytoplasmic EGFP -0.263, Dynein transport nuclear GR-EGFP -0.249, Dynein transport cell count 0.732, b-catenin transl cell count 5 µM 1027, T cell HTS vesicle-bound % 59.4, MT stabilizer Hoechst-high % 1.2, MT stabilizer cytotoxicity % 2.6 and Autophagy mod cell loss 18 h -4.7.
Screening COc1ccc(N2CCN(S(=O)(=O)c3ccc4c(c3)CCCC4)CC2)c([N+](=O)[O-])c1 returned Autophagy mod inactive, MT stabilizer 1.5, P. falciparum M17LAP 7.6%, Yfh1-depleted yeast inactive, M1AAP inhibition 8.0%, T cell HTS inactive, b-catenin transl 2.2, Dynein transport 1.25, WT yeast gro inh -6.0, WT yeast gro inh mutant strain 19.6, Dynein transport cytoplasmic EGFP -0.131, Dynein transport nuclear GR-EGFP 0.0878, Dynein transport cell count -0.499, b-catenin transl cell count 5 µM 1377, T cell HTS vesicle-bound % 25.7, MT stabilizer Hoechst-high % 1.4, MT stabilizer cytotoxicity % 5.7 and Autophagy mod cell loss 18 h 6.0.
`COC(=O)N1CC(=O)N(OC)C1c1ccc(Cl)cc1Cl` (stereo unspecified) gave Autophagy mod inactive, MT stabilizer 10.4, P. falciparum M17LAP -9.8%, Yfh1-depleted yeast inactive, M1AAP inhibition -4.8%, T cell HTS inactive, b-catenin transl 0.4, Dynein transport -0.873, WT yeast gro inh 25.8, WT yeast gro inh mutant strain 43.1, Dynein transport cytoplasmic EGFP -0.471, Dynein transport nuclear GR-EGFP -0.132, Dynein transport cell count 0.748, b-catenin transl cell count 5 µM 1311, T cell HTS vesicle-bound % 9.8, MT stabilizer Hoechst-high % 1.5, MT stabilizer cytotoxicity % 3.8 and Autophagy mod cell loss 18 h 9.8.

Source: PubChem (several laboratories)
